Compound activity deposited in PubChem by several laboratories.
HSP90 inh: HSP90 inhibitors, primary screen, cell lysate, luminescence. hit rate 0.91% among 290,000. Heat shock protein HSP 90 (rabbit reticulocyte lysate; luciferase refolding). inhibition, % at 5.6 µM. Rabbit reticulocyte lysate, luciferase refolding luminescence, 3 h;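 active = inhibition above the screen-wide mean plus 3 SD, computed separately per campaign, cut at about 16% in these data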;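 also: 0% = DMSO wells and 100% = 60 µM geldanamycin wells; inhibitors lower the luminescence because luciferase stays unfolded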
AI-2 QS mod: Vibrio harveyi AI-2 quorum sensing modulators, primary screen, JMH597 strain, luminescence/OD600 ratio | hit rate 0.4% among 300,000 | activity change, % at 7.5 µM | Vibrio harveyi JMH597 AI-2 luminescence/OD600 ratio, 9 h; active compounds read low; strain lacks LuxN and CqsS sensors; 0 = neutral-control median; in the data active = activity change below about -75%, passing the limit was not always enough; inconclusive = no clear call, values can overlap the other calls;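 also: luminescence divided by OD600 gain over 9 h not by final OD600 alone; inactives centre near 13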
Platelet DG rel: inhibitors of platelet dense granule secretion, primary screen, cell-based, MLPCN, human platelets | hit rate 0.22% among 300,000 | human platelet-rich plasma, SFLLRN dense granule ATP release, luminescence | inhibition, %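 (compounds screened at 7.5 µM in platelet-rich plasma)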;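 active = mean replicate score, as percent of positive control, at or above 50; inconclusive = mean below 50 but at least one replicate at or above 50; inactive = mean and every replicate below 50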
GSK3A inh: blockers of GSK3A enzyme activity – biochemical, luminescence, cell-free homogeneous, HTS, primary screen | Glycogen synthase kinase-3 alpha (Homo sapiens), P49840 | GSK-3 alpha kinase, ADP-Glo luminescence, 60 min | inhibition, % at 10 µM | hit rate 0.1% among 320,000 | AID 2650, 2010;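 in the data active = inhibition above about 50%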;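 also: GST-tagged GSK-3 alpha with peptide substrate and 25 µM ATP; 0% = DMSO neutral wells and 100% = GW8510 positive control wells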
Target sequence (P49840 whole entry, looked up): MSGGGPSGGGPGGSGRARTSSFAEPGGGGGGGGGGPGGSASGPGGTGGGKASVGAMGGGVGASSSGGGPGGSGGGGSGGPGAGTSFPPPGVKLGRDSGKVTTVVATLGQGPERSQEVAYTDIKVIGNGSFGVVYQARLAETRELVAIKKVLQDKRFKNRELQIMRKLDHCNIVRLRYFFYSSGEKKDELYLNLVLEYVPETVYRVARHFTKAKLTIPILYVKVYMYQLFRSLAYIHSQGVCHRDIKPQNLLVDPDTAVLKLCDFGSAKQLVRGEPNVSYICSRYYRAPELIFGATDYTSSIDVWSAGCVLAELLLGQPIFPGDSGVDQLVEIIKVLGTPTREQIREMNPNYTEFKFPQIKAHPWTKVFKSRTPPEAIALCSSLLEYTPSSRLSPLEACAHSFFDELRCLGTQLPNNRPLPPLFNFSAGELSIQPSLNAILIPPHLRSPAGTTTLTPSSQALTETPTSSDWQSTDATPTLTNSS
GSK3B inh: human GSK3beta kinase inhibitors, primary screen, biochemical, cell-free homogeneous, HTS; Glycogen synthase kinase-3 beta (Homo sapiens), P49841; GST-GSK3beta kinase, ADP-Glo luminescence, 60 min; active compounds read low; activity score (negative = inhibition), % at 10 µM; hit rate 0.038% among 300,000; AID 2097, 2009;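 active = more than half of replicate wells score below -50%, meaning over 50% inhibition versus plate controls; inconclusive = some replicates but at most half score below -50%; inactive = no replicate scores below -50%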;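 also: 0% = median DMSO wells and -100% = median GW8510 positive control wells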
Target sequence (P49841 whole entry, looked up): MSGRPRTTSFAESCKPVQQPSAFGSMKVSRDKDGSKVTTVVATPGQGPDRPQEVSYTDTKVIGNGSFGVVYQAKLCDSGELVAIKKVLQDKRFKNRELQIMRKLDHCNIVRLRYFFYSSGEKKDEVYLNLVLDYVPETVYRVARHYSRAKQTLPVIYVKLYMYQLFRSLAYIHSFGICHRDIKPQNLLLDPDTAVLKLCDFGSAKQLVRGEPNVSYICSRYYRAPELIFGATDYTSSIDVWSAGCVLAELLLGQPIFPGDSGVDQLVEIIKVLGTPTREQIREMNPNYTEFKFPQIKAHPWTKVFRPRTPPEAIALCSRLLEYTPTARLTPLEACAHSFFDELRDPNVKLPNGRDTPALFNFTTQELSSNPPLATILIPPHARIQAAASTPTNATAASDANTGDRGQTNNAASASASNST
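Assay system: GST-fused GSK3beta enzyme, cell-free / Medium: Tris pH 7.5 buffer with MgCl2, DTT, BSA, heparin / Also added: peptide substrate plus 25 µM ATP (final) / Compound: 10 µM single point / Timing: kinase reaction with compound 60 min at room temperature / Detection: ADP-Glo luminescence / Benchmarks: DMSO neutral wells and GW8510 at 20 µM as positive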
HSF-1 act: HSF-1 activators, primary screen, NIH3T3-HGL cells, MG132 stress, luminescence, single point | NIH3T3-HGL HSF-1 luciferase reporter, 8 h; 100% = twice DMSO control signal | activation, % at 9 µM | hit rate 1.7% among 300,000 | AID 504408, 2011;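 active = mean replicate activation of at least 50% with a set share of replicates each reaching 50%; inconclusive = only one of those two conditions met; inactive = mean below 50% and too few replicates reaching it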;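 also: 0% = median of the neutral control wells and 100% = twice that signal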
HSF1 inh: HSF1 inhibitors in luciferase reporter cells, primary screen, cell-based, NIH3T3, luminescence | hit rate 0.77% among 300,000 | NIH3T3-HGL HSE-luciferase, MG132-induced, luminescence 8 h; active compounds read low | activity change, negative = inhibition, % at 7.5 µM (by protocol);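 active = more than half of replicate wells show activity change below -50%, luminescence cut by over half; inconclusive = some wells, but at most half, below -50%; inactive = no replicate well below -50%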;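 also: luciferase reports HSF-1 transcriptional activity via heat shock element; 0% = median of DMSO wells and -100% = zero luminescence signal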
PolyA inh: polyadenylation inhibitors in yeast reporter cells, primary screen, luminescence, S. cerevisiae | S. cerevisiae SKY197-pL101 polyadenylation reporter, beta-gal luminescence; efflux-impaired pdr1/pdr3 knockout yeast; score 100 = 6 SD above DMSO | calls only at 12 µM | hit rate 0.02% among 300,000 | AID 1875, 2009;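 active = lowest replicate activity score at least 50, where 100 means six control SD above control mean; inconclusive = lowest score under 50 but half or more replicates reach 50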;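 also: yeast exposed to compound for 9 h at 30 °C; higher score means more reporter readthrough which indicates perturbed polyadenylation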
Dyrk1A ADPGlo: rat Dyrk1A kinase inhibitors, primary screen, biochemical, single point, plate reader; ADP-Glo luminescence, NFATc1 peptide; inhibition, % at 12.5 µM; AID 504441, 2011; hit rate 0.43% among 310,000; Dual specificity tyrosine-phosphorylation-regulated kinase 1A (Rattus norvegicus), Q63470; in the data active = inhibition above about 50%;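 also: plate controls were vehicle with enzyme for no effect and no enzyme for full effect; many of its hits are not listed in these tables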
HDAC3 inhib: HDAC3 deacetylase inhibitors, primary screen, biochemical, fluorescence, cell-free homogeneous; Histone deacetylase 3 (Homo sapiens), O15379; recombinant HDAC3, fluorogenic peptide/trypsin coupled; inhibition, % at 8.3 µM; hit rate 0.15% among 320,000; in the data active = inhibition above about 26%, passing the limit was not always enough; inconclusive = no clear call, values can overlap the other calls
The depositor's hits bear a star; i = inactive; ? = inconclusive; · = not tested or not shown.

SMILES	HSP90 inh	AI-2 QS mod	Platelet DG rel	GSK3A inh	GSK3B inh	HSF-1 act	HSF1 inh	PolyA inh	Dyrk1A ADPGlo	HDAC3 inhib
Cc1ncc(N=Nc2ccccc2Cl)c(-c2ccccc2)n1	1	14	2	-2	-2	15	-6	i	-4	-2
CCn1c(=O)[nH]c(=O)c2c(N)c(C(=O)c3ccccc3OC)sc21	1	15	-4	40	2	2	-5	i	14	1
O=C(N/C(=C/c1ccc(Cl)cc1)C(=O)N1CCCCC1)c1ccco1	-1	14	0	-1	-1	1	0	i	-4	-5
CCOc1cc(N2CCOCC2)c(OCC)cc1NC(=O)C(C)(C)C	0	·	-3	-2	·	-3	-4	i	·	0
CC(C)COP(=O)(OCC(C)C)C(Nc1ccccc1)c1ccc(F)cc1 (centres undefined)	3	15	-5	-1	0	8	8	i	-4	?
COc1ccc(-c2nnc(-c3ccc(F)cc3)o2)cc1	2	13	0	1	1	46	26	i	4	4
O=C(CS(=O)(=O)Cc1ccccc1)N1CCN(c2ccccc2F)CC1	2	24	-2	0	2	6	-4	i	-5	-3
CN(C)CCCNC(=O)c1cc2sc3ccccc3c2s1	1	8	-3	32	2	-11	-8	i	18	-1
CC[n+]1cc(-c2ccccc2)nc(N2CCOCC2)n1	-2	14	-1	-3	1	-14	0	i	-11	3
CSCc1ccc(C(=O)N2CCCC(Nc3ccc4c(c3)OCCO4)C2)o1 (centres undefined)	-3	5	2	0	-5	1	-2	i	-7	-9
COCCn1c(SCC(=O)N2CCCc3ccccc32)nc2cccnc21	1	21	-4	7	6	9	9	i	·	3
Cc1ccc(C)c(NS(=O)(=O)c2ccc(OCC(=O)NCc3ccccn3)cc2)c1	-3	15	0	3	2	-12	2	i	-3	3
COc1cc(C(=O)OCCCOC(=O)c2cc(OC)c(OC)c(OC)c2)cc(OC)c1OC	0	4	-11	-2	-4	1	-1	i	-2	5
CN1CCN(c2nc3c(c(=O)[nH]c(=O)n3C)n2Cc2ccccc2)CC1	0	17	10	-2	0	-3	-1	i	6	-1
O=C(c1cc2nc(-c3ccc(F)cc3)cc(C(F)(F)F)n2n1)N1CCCCC1c1cccnc1 (centres undefined)	4	10	0	-1	3	4	-15	i	-3	-2
COC(=O)Cc1ccc(NC(=S)NCCO)cc1	-2	15	15	-4	6	45	6	i	16	-5
Clc1nc(Oc2ccccc2)nc(-c2cn(-c3ccccc3)c3ccccc23)n1	3	8	-12	3	-4	·	-17	i	-3	-1
COc1cccc(-c2cc3nc4c(c(N5CCC6(CC5)OCCO6)n3n2)CCC4)c1	5	25	-6	-3	4	-14	3	i	2	-2
CC(C)Oc1ccc(Nc2ncnc3ccccc23)cc1	1	19	-3	1	-1	27	15	i	4	0
CCCC(=O)c1ccc(N2CCN(C(=O)OCC)CC2)c(F)c1	-2	23	-2	-2	-1	5	8	i	1	0
COc1ccc(Oc2nccc(-c3ccccc3)c2C#N)cc1	5	6	-4	·	2	46	15	i	-8	-5
CCCCCOP(=O)(OCCCCC)C1(NS(=O)(=O)c2ccccc2)C=CC(=O)c2ccccc21 (centres undefined)	-3	26	-1	-1	2	31	7	i	8	?
CC(C)Oc1cc2oc(=O)c3c(c2cc1Cl)CCC3	-1	-6	8	1	-2	-11	-14	·	-5	-9
CCOC(=O)C1CCN(c2c(N3CCN(Cc4ccccc4)CC3)c(=O)c2=O)CC1	2	21	14	0	0	2	-3	i	5	6
O=C(CN(Cc1ccccc1)S(=O)(=O)c1ccccc1)N/N=C/c1ccc2c(c1)OCO2	1	21	-5	-5	-1	0	-5	i	-1	-1

(cont.)
SMILES	HSP90 inh	AI-2 QS mod	Platelet DG rel	GSK3A inh	GSK3B inh	HSF-1 act	HSF1 inh	PolyA inh	Dyrk1A ADPGlo	HDAC3 inhib
COc1ccc(OCCC(=O)OCC(=O)NCc2ccccc2OC)cc1	·	23	-3	-1	2	-13	-2	i	6	7
O=C(CCCSc1nc2ccccc2[nH]1)NCc1ccco1	-3	9	1	0	-2	68*	13	i	-3	2
ClCc1csc(-c2ccc(Cl)cc2)n1	-3	1	2	-2	-4	18	14	i	-4	-4
Cc1ccc2oc(=O)c3cnn(CC(=O)N4CCc5ccccc5C4)c3c2c1	·	17	9	·	1	1	0	i	8	0
CSC(=NC(C)c1ccccc1)NS(=O)(=O)c1cccs1 (centres undefined)	3	22	-3	-1	-2	-6	-10	i	6	0
CC(=C1C(=O)c2ccccc2C1=O)N1CCN(CCN=CC2=C(O)CC(C)(C)CC2=O)CC1	0	14	5	0	-2	5	-3	i	8	-8
CCc1nn(CC(=O)NC(C)CCc2ccccc2)c(=O)c2cc3occc3n12 (centres undefined)	0	5	0	1	0	-5	-5	i	0	2
Cn1c(C(=O)N2CCN(c3ccc(F)cc3)CC2)cc2ccccc21	-1	14	-5	0	1	16	9	i	-3	2
CN(C)c1ccc(NS(=O)(=O)c2cccc(Cl)c2)cc1	-5	1	-18	-6	-1	-34	-27	i	1	-6
C[C@@H](C(=O)N1CCN(C(=O)OC(C)(C)C)CC1)n1cc(CCCN=C(NC(=O)OC(C)(C)C)NC(=O)OC(C)(C)C)nn1	1	8	-1	·	1	-6	0	i	-4	10
CC(=O)Nc1ccc(CN2CCCCCCC2)cc1	1	29	1	-4	4	-12	-8	i	4	-5
COc1ccc(NC(=O)C=C(C)C)cc1Cl	0	15	43	-1	-3	·	·	i	-4	5
CCN(CC)C(=O)Cn1cc(SCC(=O)NC)c2ccccc21	-5	20	4	0	-1	5	-2	i	·	3
Cn1cc(C(=O)c2ccccc2C(=O)O)cc1C(=O)C(Cl)(Cl)Cl	-1	-5	2	-2	1	7	1	i	3	1
COc1ccc(NC(=O)CN(C)C(=O)C(C)N2C(=O)c3ccccc3C2=O)cc1 (centres undefined)	·	14	6	·	3	-7	-5	i	2	·
O=C(COC(=O)c1ccco1)c1ccccc1	-1	-6	40	-1	-1	-10	9	i	13	2
COc1ccc(/C=C/C(=O)O)cc1S(=O)(=O)N1CCc2ccccc2C1	-3	19	2	1	-3	15	8	i	2	8
Cc1ccc(-n2nc(C)c(C(=O)N3CCN(C(=O)c4ccco4)CC3)c2-n2cccc2)cc1	3	12	8	·	0	-10	-5	i	-2	-15
CC(=O)/C=C(\C)Nc1ccccc1O	18*	23	-1	0	1	12	12	i	-1	-2
CCC1CCCCN1CCCNC(=O)Cn1ncn2nc(-c3ccc(OC)cc3)cc2c1=O (centres undefined)	0	60	-12	0	-2	23	2	i	1	2
Clc1ccc(SCc2cn3ccccc3n2)cc1	1	0	-2	-3	2	78*	57	i	1	-1
CN(C)CCn1c2c(c(SCC(=O)Nc3ccc4c(c3)OCCO4)nc1=O)CCC2	·	11	-4	-4	-2	16	11	i	·	-4
C[C@@H](NC(=O)c1nc[nH]c1C(=O)N[C@@H](Cc1ccccc1)C(=O)OC(C)(C)C)c1ccccc1	7	5	-4	1	-3	-3	-4	i	7	6
COc1ccc(S(=O)(=O)N2CCCCCC2)cc1C(=O)N(C)CC(=O)Nc1ccccc1Br	·	-8	-3	-2	2	25	4	i	14	4
CCC(=O)c1ccccc1OCCCN1CCC(Cc2ccccc2)CC1	7	1	-2	2	0	0	-9	i	-2	-1

Continued.
SMILES	HSP90 inh	AI-2 QS mod	Platelet DG rel	GSK3A inh	GSK3B inh	HSF-1 act	HSF1 inh	PolyA inh	Dyrk1A ADPGlo	HDAC3 inhib
CCc1cc2c(cc3c(=O)n(CC(=O)NCCCN4CCCCCC4)nc(CC)n32)s1	-2	8	-1	-2	3	-1	0	i	-7	-1
COCCNc1cc(C)nc2c(-c3ccccc3OC)c(C)nn12	-1	18	13	-6	0	-1	1	i	57*	0
CCOc1cc(NC(=S)NCC2CCCO2)c(OCC)cc1NC(=O)c1ccc(C)cc1 (centres undefined)	1	4	-4	-1	3	19	4	i	-10	7
CCCCN(NC(C)=O)c1nc(Cl)nc(NC(C)C)n1	-1	17	1	-2	1	-7	-7	i	-2	1
CCC(=O)N1CCN(c2ccc(NC(=O)c3ccc4c(c3)OCO4)cc2)CC1	-1	46	4	-2	-1	2	2	i	4	-5
Cc1nnc(Cl)c2nn(-c3ccccc3)c(C)c12	-4	6	-12	9	2	-3	-6	i	24	-2
COc1ccc(N(C(C)C(=O)NC2CCCCCC2)S(C)(=O)=O)cc1 (centres undefined)	-1	19	3	0	1	24	3	i	-2	-4
Cc1ccccc1NC(=O)CN(C)S(=O)(=O)c1cccc2cccnc12	1	3	6	-2	4	5	6	i	1	2
Cc1cccc(C(=O)N2c3ccccc3C(=O)OC2c2ccc3c(c2)OCO3)c1 (centres undefined)	3	37	3	-4	-2	10	14	i	6	7
Cc1ccc(S(=O)(=O)N(CC(=O)N2CCCCCC2)c2ccccc2F)cc1	2	27	6	-3	0	0	4	i	6	3
CCCCC(=O)Nc1ccc(C(=O)NNC(=S)NC(=O)c2ccco2)cc1	-3	39	-4	1	2	-10	-2	i	0	-7
Cn1c(=O)[nH]c(=O)c2c1nc(N(CCO)Cc1ccccc1)n2Cc1ccccc1Cl	2	7	1	0	4	43	6	i	·	-2
CCOc1ccc(CN(C)C(=O)Cc2c[nH]c3ccccc23)cc1	3	25	-1	1	1	-1	0	i	1	1
Nc1nc(F)cc(N2CCCCCC2)n1	7	16	3	1	1	13	-6	i	4	2
CN(CCOc1ccccc1)CC(=O)Nc1ccc(Br)cc1F	-2	21	-7	-3	-1	7	2	i	-3	0
CCN1CCN(c2ccc(S(=O)(=O)N3CCCCC3)cc2NC(=O)/C=C/c2cc(OC)ccc2OC)CC1	2	27	22	6	1	3	0	i	-7	-4
CCc1nc2sc3c(Cl)ncnc3c2c2c1CCCC2	0	-5	3	0	7	4	-5	i	·	1
COc1cccc(C(=O)Nc2cc(=O)n(C)c(=O)n2C)c1	·	2	13	-2	-1	3	0	i	-2	-6
Cc1cc2ncc(-c3ccc(Cl)cc3)cn2n1	1	12	9	-2	10	24	20	i	·	-5
COc1ccc(Cn2ccnc2)cc1[N+](=O)[O-]	0	6	-3	2	3	1	-1	·	3	-5

An excerpt; the hit share may differ from the screen's.
